ERK EGF block = qHTS Assay for Inhibitors of the ERK Signaling Pathway using a Homogeneous Screening Assay; Stimulation with EGF. HEK293-V1b, EGF-stimulated phospho-ERK AlphaScreen. Potency, µM (series often up to 11.5 µM), inactives show at the highest dose activity change, negative = inhibition, hits mostly inhibitors. 130,000 compounds, 0.41% hits; active means well fitted inhibition curve with a large enough effect; inconclusive means small, poorly fitted or top-dose-only effect, or effect the other way;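 further: plate controls were stimulated vehicle wells for no effect and unstimulated vehicle basal for full effect; nearly all actives have a fitted effect of over 55% in size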
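HEK293 cells stably expressing V1b receptor, serum-reduced (1% FBS) overnight, got compound for 30 min at 37C, then 25 nM EGF for 5 min. Lysate phospho-ERK read by AlphaScreen SureFire; AC50 from Hill fits.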
Starred values were filed as active, the others as inactive; u = inconclusive; [ ] = dose if it differs, or a comment. Potency means the concentration at half of the fitted maximal effect. A portion of the library; the hit share may differ from the screen's.

SMILES	ERK EGF block
Cc1nn(-c2ccccc2Cl)c2sc(C(=O)Nc3nnc(C4CC4)s3)cc12	2%
C/C(CC(=O)NC(C)(C)C)=N\NC(N)=S	-4%
Nc1nc(SCC(=O)c2ccc(F)cc2)n[nH]1	-3%
CCNC(=O)COC(=O)c1csc2c1CCCC2	-10%
Cc1cc(C)c(S(=O)(=O)n2c([N+](=O)[O-])cnc2C)cc1C	-1%
C=CCn1c(C)cc(-c2csc(NCC)n2)c1C	2%
COc1cccc(CNc2ccc(C)c(Cl)c2)c1	-3%
CCCC1=C(C(=O)OCC)C(c2cccnc2)n2nc(C)nc2N1 (configuration not stated)	-10%[57.5 µM]
C/C(=N\NC(N)=S)c1ccc2c(c1)OCCO2	6%[57.5 µM]
Cc1ccc(C)c(NC(=S)NC(NC(=O)OCc2ccccc2)C(Cl)(Cl)Cl)c1 (configuration not stated)	4%
O=C(Nc1ccccc1)c1cn2ccccc2n1	-2%[57.5 µM]
O=C(CCCN1C(=O)/C(=C\c2cccs2)SC1=S)Nc1ccccn1	u
COCCCNC(=O)c1ccc(CNS(=O)(=O)c2ccc(NC(C)=O)cc2)cc1	2%[57.5 µM]
Clc1ccc(CNc2ccc3nnc(-c4ccccc4)n3n2)cc1	8%
CCCCNC(=O)Nc1nnc(C(C)(C)C)s1	5%[57.5 µM]

Some of the entries above in a different format:
Molecule,ERK EGF block
CCCC1=C(C(=O)OCC)C(c2cccnc2)n2nc(C)nc2N1 (configuration not stated),-10%[57.5 µM]
C/C(=N\NC(N)=S)c1ccc2c(c1)OCCO2,6%[57.5 µM]

Carrying on.
SMILES	ERK EGF block
S=C(Nc1cccc(Cl)c1)Nc1ccc2cn[nH]c2c1	-6%
Cc1cccc2c1N(C)C(=O)C2=O	-4%
COc1ccc(NC(=O)N2CCCC3(CCN(C(=O)c4ccncc4)CC3)C2)cc1	8%
Cc1nnc(SCc2ccc(Cl)cc2)nc1/C=C/N(C)C	2%
CCN(Cc1ccncc1)C(=S)NCc1ccccc1	-1%
CCCNC(=O)c1ccc(Cl)cc1Cl	-3%[57.5 µM]
C[C@@H]1C[C@H]2[C@@H]3CCC4=CC(=O)C=C[C@]4(C)[C@@]3(F)[C@@H](O)C[C@]2(C)[C@H]1C(=O)CO	-6%[57.5 µM]
O=C(Nc1ccc(NC(=O)c2sc3ccccc3c2Cl)cc1)c1ccco1	-12%
CCC/C(=N/NC(=O)c1ccc2c(c1)OCO2)c1cccs1	18%
Cc1ccc(/C=N/n2c(C3CCCCC3)n[nH]c2=S)o1	-2%
CC1=Nc2ccc3ccccc3c2C1(C)C	-17%
CC(NC(=O)Nc1ccc([N+](=O)[O-])cc1)C(c1ccccc1)N1CCOCC1 (configuration not stated)	u
CN1CCN(c2ncc3ncc(=O)n(Cc4cccs4)c3n2)CC1	3%
CC(=O)NCCC(=O)Nc1cc(S(=O)(=O)N2CCOCC2)ccc1N1CCOCC1	4%
NC(=O)[C@H]1CC2(CC(c3cccc(NC(=O)[C@H]4CCC(=O)N4)c3)=NO2)CN1C(=O)c1ccccc1C(=O)c1ccccc1 (some centres not stated)	-2%[57.5 µM]

The final 3 entries of the part above are carried over, then new ones follow:
SMILES	ERK EGF block
CN1CCN(c2ncc3ncc(=O)n(Cc4cccs4)c3n2)CC1	3%
CC(=O)NCCC(=O)Nc1cc(S(=O)(=O)N2CCOCC2)ccc1N1CCOCC1	4%
NC(=O)[C@H]1CC2(CC(c3cccc(NC(=O)[C@H]4CCC(=O)N4)c3)=NO2)CN1C(=O)c1ccccc1C(=O)c1ccccc1 (some centres not stated)	-2%[57.5 µM]
CCOc1ccc(NC(=O)CN2C(=O)/C(=C3\SC(=S)N(C4CCS(=O)(=O)C4)C3=O)c3ccccc32)cc1 (configuration not stated)	-19%[57.5 µM]
CCc1nnc(NC(=O)C2CCC(CNc3c(N4CCCCC4)c(=O)c3=O)CC2)s1 (configuration not stated)	9%[57.5 µM]
CCCCCC(=O)NCc1c(C(F)(F)F)nn(C)c1N1CCOCC1	2%
Cc1cccc(N2CC(O)(c3cccs3)[N+]3=C2CCCCC3)c1 (configuration not stated)	-6%
Cc1cccc(NC(=S)NC2CCN(Cc3ccccc3)CC2)c1C	-8%
Cc1cccc(-c2n[nH]c(=S)n2/N=C/c2ccc(C)s2)c1	-7%
CSC(N)=NCCCC(N)C(=O)O (configuration not stated)	34%
CC(/C=C1\SC(=S)N(NC(=O)c2cccc(O)c2)C1=O)=C\c1ccccc1	u
O=C(/C=C/c1cn(CC(O)CN2CCCCC2)c2ccccc12)c1cccs1 (configuration not stated)	u
Cc1ccccc1N=C1SCC(=O)N1Cc1ccccc1	-2%
COc1cccc(-n2nnc(S(=O)(=O)c3ccc(C)cc3)c2N)c1	6%
CC(C)C(=O)NC(Nc1ccc(S(N)(=O)=O)cc1)C(Cl)(Cl)Cl (configuration not stated)	20%
COc1ccc(NC(=O)N2CCC3(CC2)CCN(C(=O)c2cccc(F)c2)CC3)cc1	1%
CC(=O)c1c(C)[nH]c(C(=O)Nc2cccc(S(=O)(=O)N(C)c3ccccc3)c2)c1C	u
Cc1nc2ccc(C(=O)N3c4ccccc4CC3C)cc2s1 (configuration not stated)	-6%
C=CCC1(CC=C)CCCN1C(=O)CC1C(=O)NCCN1Cc1cc(OC)cc(OC)c1 (configuration not stated)	11%
COc1ccccc1-c1nnc(NC(=O)c2ccc(S(=O)(=O)N(C)Cc3ccccc3)cc2)o1	5%
CCN(CC)C(=O)Cn1cc(SCC(=O)NC)c2ccccc21	-12%
O=C(COC(=O)c1cccc([N+](=O)[O-])c1)NCC1CCCO1 (configuration not stated)	13%
O=C(COC(=O)C1CC2C=CC1C2)Nc1ccc2c(c1)OC(F)(F)O2 (configuration not stated)	-2%
CC1(C)Cc2c(sc(NC(=O)/C=C/C(=O)O)c2C#N)CO1	4%[57.5 µM]
CCOC(=O)C1CCN(C(=O)c2cc3ccccc3oc2=O)CC1	-4%
N#C/C(=C\c1ccc[nH]1)C(=O)NCC1CCCO1 (configuration not stated)	8%[57.5 µM]
CCCCn1c(N)c(S(=O)(=O)c2ccc(C)cc2)c2nc3ccccc3nc21	7%
CC(C)NC(=O)N1CCC2(CC1)CCN(C(=O)c1cnccn1)CC2	6%
CCN(CC)c1ccc(/C=N/NC(=O)c2ccc(O)cc2)cc1	-2%
Nc1ccc(-n2nnnc2CN2CCOCC2)cc1	-3%
Cc1ccc(C)c(NC(=O)COC(=O)CC2c3ccccc3CCN2S(=O)(=O)c2ccc(F)cc2)c1 (configuration not stated)	6%
O=c1c(O)c(Br)ccc2c(Br)c(O)c(O)c(O)c12	-14%
CCc1ccc(N2C(=O)CC(Cn3nc(C)cc3C)C2=O)cc1 (configuration not stated)	-4%[57.5 µM]
CC(C)(C)c1nc[nH]c(=O)c1Br	4%
CC(C)(C)NC(=O)C(=O)NNC(=O)c1ccc(C(C)(C)C)cc1	7%
CCCn1c(=O)c2c(C(F)(F)F)cc(-c3cccs3)nc2n(CCC)c1=O	-3%
CCCC1=NN(c2ccc([N+](=O)[O-])cc2)C(=O)/C1=C\N(C)C	2%
CCc1ccc(-n2c(SCc3cc(=O)n4cc(Br)ccc4n3)nc3[nH]ncc3c2=O)cc1	-2%[57.5 µM]
CC(C)CNC(=O)c1cc([N+](=O)[O-])ccc1N1CCOCC1	-6%
COc1cccc(-n2ccnc2SCC(=O)Nc2cc(C)on2)c1	-4%
CC1=CCC2COC(c3ccc[n+](Cc4ccccc4)c3)C1C2 (configuration not stated)	7%
CCOC(=O)c1c[nH]c2c(C(F)(F)F)cccc2c1=O	-4%
CCN(CC)C(=O)/C=C/c1ccc(OC)c(S(=O)(=O)N2CCCCC2)c1	-2%
CCOc1ccc(CNc2cccc(SC)c2)cc1	3%
CCOC(=O)C(C)Sc1nc2c([nH]c3ccccc32)c(=O)n1C (configuration not stated)	-6%
CCOc1ccccc1-n1cnc(C#N)c1N	-3%
CC(C)(C)NCCCOc1ccc(Cl)cc1C(C)(C)C	-9%
NC(=O)[C@H]1CC2(CC(c3cccc(NC(=O)COc4ccc(Cl)cc4)c3)=NO2)CN1C(=O)C(c1ccccc1)c1ccccc1 (some centres not stated)	7%[57.5 µM]
CO[C@]12C[C@@H](COC(=O)c3cncc(Br)c3)CN(C)[C@@H]1Cc1cn(C)c3cccc2c13	-10%
O=C(O)Cc1n[nH]c(=O)c2ccccc12	-11%
O=C1C2C3c4ccccc4C(Br)(c4ccccc43)C2C(=O)N1c1ccccc1O (configuration not stated)	5%
O=C(Nc1ccc(S(=O)(=O)Nc2ncccn2)cc1)c1ccc(N2CCCC2=O)cc1	2%[57.5 µM]
Cc1ccc(OCC(=O)N/N=C\c2c(C)[nH]n(-c3ccccc3)c2=O)c([N+](=O)[O-])c1	-6%
Cc1c(Cl)cccc1NC(=S)NCCCN(C)C	1%
O=C(CC12CC3CC(CC(C3)C1)C2)N1CCN(S(=O)(=O)c2cccs2)CC1	8%
N#CC(c1ccc(Cl)cc1)N1CCOCC1 (configuration not stated)	0%
Cn1c(Cc2ccccc2)nnc1SCc1nc2ccccc2c(=O)[nH]1	-3%
Fc1cccc2sc(Nc3nc4ccccc4s3)nc12	u
CCC1CCCCN1C(=O)CCc1nnc(Cc2c[nH]c3ccccc23)o1 (configuration not stated)	4%
CCC(C)(C)NC(=O)C(c1ccc(C)o1)N(C(=O)c1csnn1)c1cccc(F)c1 (configuration not stated)	2%
O=C(O)c1ccccc1NC(=S)NC(=O)c1sc2ccccc2c1Cl	8%
Cc1ccc(C(=O)N/C(=C\C=C\c2ccccc2)C(=O)NCc2ccco2)cc1	5%
COc1ccc(C(=O)OCC(=O)NC(=O)CCSc2ccccc2)cc1	22%

Some values from above:
ERK EGF block, `CCC(C)(C)NC(=O)C(c1ccc(C)o1)N(C(=O)c1csnn1)c1cccc(F)c1` (configuration not stated) : 2%
ERK EGF block, `Cc1ccc(OCC(=O)N/N=C\c2c(C)[nH]n(-c3ccccc3)c2=O)c([N+](=O)[O-])c1` : -6%
ERK EGF block, `Cn1c(Cc2ccccc2)nnc1SCc1nc2ccccc2c(=O)[nH]1` : -3%
ERK EGF block, `C/C(=N\NC(N)=S)c1ccc2c(c1)OCCO2` : 6%[57.5 µM]
ERK EGF block, `CCCCNC(=O)Nc1nnc(C(C)(C)C)s1` : 5%[57.5 µM]

The list continues.
SMILES	ERK EGF block
CCC(C)NC(=O)CN(c1cc(C)cc(C)c1)S(=O)(=O)c1c(C)[nH]c(=O)[nH]c1=O (configuration not stated)	0%[57.5 µM]
OCCSc1nc(-c2ccccc2)nc2c1CCC2	-7%
COc1cc(C(=O)NCC(c2ccccc2)N(C)C)ccc1OCC(=O)N1CCOCC1 (configuration not stated)	3%
O=C(NC1CC1)C1CCN(S(=O)(=O)c2cc(Cl)ccc2Cl)CC1	0%
Cc1ccc(S(=O)(=O)N2CCCCC2)cc1NC(=O)COC(=O)c1ccc(O)cc1	-9%
O=C(O)CNc1ccc(S(=O)(=O)C(F)(F)F)cc1[N+](=O)[O-]	5%[57.5 µM]
CCOC(=O)c1ccc(S(=O)(=O)N2CCN(C3CCCC3)CC2)cc1	-6%
COc1ccccc1C(=O)N/N=C(\C)c1ccc(NC(=O)C2CC2)cc1	-5%
O=C(NC1CC1)C1=C[C@@H](c2ccccc2)C[C@@H](OCCCCO)O1	-7%[57.5 µM]
Cc1nc2c(o1)CCc1ccccc1C2N1CCN(C)CC1 (configuration not stated)	-4%
CC(C)CC(CC(C)C)=NNC(=O)c1ccc2c(c1)OCO2	14%
COc1ccc(NC(=S)N(CCCN2CCCC(C)C2)Cc2cccs2)cc1 (configuration not stated)	-2%
CC1CC(C)(C)CC2(C1)NC(=O)N(CC(=O)NCCc1ccc3c(c1)OCCO3)C2=O (configuration not stated)	-7%
CCOC(=O)c1c(NC(=O)C(=O)N/N=C(\C)c2ccc(OC)cc2)sc2c1CCCCC2	6%
Cn1c(SCC(=O)NNC(=O)Cc2ccccc2)nc2ccccc2c1=O	2%

For convenience, two of the compounds above.
SMILES	ERK EGF block
CCC(C)NC(=O)CN(c1cc(C)cc(C)c1)S(=O)(=O)c1c(C)[nH]c(=O)[nH]c1=O (configuration not stated)	0%[57.5 µM]
OCCSc1nc(-c2ccccc2)nc2c1CCC2	-7%

Next section:
SMILES	ERK EGF block
CC(C)N(C(=O)COC(=O)c1ccc(Cl)c(S(N)(=O)=O)c1)C(C)C	3%
COc1ccccc1CN1CC[C@@]2(CCCN(C(=O)c3cccc(F)c3)C2)C1	-1%
CCCCN(CCCC)CCNC(=O)CSCc1ccc(C)cc1	4%
Cc1ccc2nc(-c3ccc(NC(=O)COC(=O)c4ccc([N+](=O)[O-])o4)cc3)sc2c1	4%
O=C(N/N=C1\CCCc2c1[nH]c1ccc([N+](=O)[O-])cc21)c1ccncc1	21%
CNC(=O)C(NC(=O)CNC(=O)c1ccc(Cl)cc1)C(C)(C)C (configuration not stated)	-9%
CC1=CC(C)C(C[N+]2(C)CCCCC2)C(C)C1 (configuration not stated)	-4%
Cc1ccc(Nc2nc(N)c([N+](=O)[O-])c(N3CCC(C)CC3)n2)cc1C	-2%
Cc1cc2ncn(/N=C/c3ccc([N+](=O)[O-])s3)c2cc1C	5%
COC(=O)N/N=C(\C)c1ccccc1OC(F)F	5%
COc1ccc(-c2nc(C(=O)N3CCN(C)CC3)sc2-c2ccc(OC)cc2)cc1	-1%
CCN(CC)S(=O)(=O)c1ccc(/C=C/C(=O)Nc2cccc(F)c2)cc1	u
Cc1cc(F)ccc1N1CCC(N2CCN(CCC(C)C)C(CCO)C2)CC1 (configuration not stated)	-5%
Cc1c(O)nc(SCC(=O)Nc2ccc3c4c(cccc24)CC3)n(-c2ccccc2)c1=O	-2%

High-throughput results (PubChem)
